Screening results: PubChem, several laboratories
Phagocyt inh: inhibitors of macrophage phagocytosis, primary screen, imaging, J774A.1 cells, IgG beads. J774A.1 macrophage IgG-bead phagocytosis. inhibition, % at 5 µM. 110,000 tested, 0.07% active;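 active means inhibition above the mean of the plate negative controls plus 5 SD, cut at about 13% in these data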;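 further: phagocytic index as fraction of beads internalized from green versus red external bead signal; plate controls were DMSO negative control for no effect and cytochalasin-D positive control for full effect; some results beyond the cut were filed as inactive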
E-sel TNF inh: E-selectin induction blockers in HUVEC – imaging, immunofluorescence, high content, primary screen; HUVEC TNFa-induced E-selectin immunofluorescence; inhibition, % at 2 µM; 120,000 tested, 0.71% active; AID 1246, 2008;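 active means inhibition above the batch mean plus 3 SD, and confirmed as a hit on visual image review, cut at about 43% in these data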;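 further: 0% = TNF-stimulated DMSO wells and 100% = unstimulated control wells; not every result past the cut was called active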
Yeast lifespan up: compounds extending yeast replicative lifespan, primary screen, S. cerevisiae, OD615. S. cerevisiae growth with nicotinamide; deaD strain in restrictive glucose medium. inhibition of the nicotinamide effect, % at 10 µM. 130,000 tested, 0.68% active;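 active means inhibition above a set limit, placed 3 SD over the median of all compounds, cut at about 26% in these data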;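 further: 0% = nicotinamide-treated wells and 100% = cells grown without nicotinamide; some compounds called inactive have numbers as strong as hits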
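Buffer or medium: CSMM-D glucose medium, restrictive; test system: modified budding yeast, DeaD strain; compound: single dose 10 µM compound, 0.25% DMSO; schedule: culture preincubation 4 h, compound exposure 48 h, both 30 °C; detection: optical density (absorbance) at 615 nm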
MRP1 act: H69AR viability gain despite doxorubicin, primary screen, MRP-1 activator project, H69AR cells, CellTiter-Glo | viability rescue | viability increase, % at 10 µM | 140,000 tested, 0.61% active;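 active means viability gain under doxorubicin at or above a set limit, the compound median plus 3 SD, cut at about 4.7% in these data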;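 further: MRP-1 overexpressing cells given doxorubicin 25 µM after compound pretreatment; 18-22 h compound pretreatment then 72 h with doxorubicin before readout; 0% = doxorubicin-only wells and 100% = vehicle-treated cells without doxorubicin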
bCat KO growth: primary screen for growth suppressors in beta-catenin knockout HCT116 cells (colon tumor, human); HCT116 beta-catenin knockout viability, CellTiter-Glo, 60 h; active compounds read low; 140,000 tested, 1.5% active; viability, % at 10 µM;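 active means viability at or under a set limit, the compound median less 4 SD, cut at about 6% in these data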;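 further: 0% = Hyamine 1622 control at 20 µM and 100% = untreated cell control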
BB579 growth dn: growth inhibitors of yeast BB579 in restrictive medium, primary screen, yeast lifespan-shortening project, S. cerevisiae | inhibition, % at 10 µM | OD615, 48 h | 140,000 tested, 0.51% active | AID 804, 2007;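 active means inhibition above a set limit, 3 SD over the mean compound inhibition, cut at about 44% in these data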; further: inactives centre near -24
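System: DeaD yeast strain BB579; buffer or medium: CSMM-D dextrose restrictive medium; technique: OD at 615 nm; schedule: 4 h cell preincubation, 48 h compound exposure, 30 °C humidified; doses: single 10 µM dose; controls: amphotericin B 10 µg/mL, positive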
Measles CPE: compounds protecting cells from measles virus cytopathic effect, primary screen, measles RdRp inhibitor project, single point, MLSMR library, absorbance; 140,000 tested, 1.5% active; AID 841, 2007; protection (pct of control), % at 4 µM; Measles virus-infected cells, CPE protection; in the data active means protection mostly above about 24%, no sharp cut-off; inactive means mostly below about 26%; further: some compounds called inactive have numbers as strong as hits
NPY-Y2 antag: NPY-Y2 receptor antagonists, primary screen, cell-based | 140,000 tested, 0.99% active | Neuropeptide Y receptor type 2 (Homo sapiens), P49146 | inhibition, % at 2.7 µM | NPY-Y2 expressing cells, antagonist mode; in the data active means inhibition above about 17%;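 further: 0% = vehicle with agonist challenge and 100% = reference antagonist with challenge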
Target sequence (P49146 whole entry, looked up): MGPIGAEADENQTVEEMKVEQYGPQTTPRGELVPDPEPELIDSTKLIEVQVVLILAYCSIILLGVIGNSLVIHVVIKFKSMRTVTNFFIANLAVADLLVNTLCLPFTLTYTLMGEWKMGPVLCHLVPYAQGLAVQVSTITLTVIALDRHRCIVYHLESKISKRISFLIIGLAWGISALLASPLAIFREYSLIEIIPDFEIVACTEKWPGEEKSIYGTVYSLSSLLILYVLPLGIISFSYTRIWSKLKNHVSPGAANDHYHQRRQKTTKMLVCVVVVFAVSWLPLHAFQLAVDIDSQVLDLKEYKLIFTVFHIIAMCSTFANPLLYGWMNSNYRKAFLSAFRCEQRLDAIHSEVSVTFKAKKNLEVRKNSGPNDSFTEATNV
GALR2 antag: GALR2 antagonists in receptor-expressing cells, primary screen; inhibition, % at 4 µM; AID 828, 2007; 140,000 tested, 0.39% active; Galanin receptor type 2 (Homo sapiens), O43603; antagonist mode; in the data active means inhibition above about 27%;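 further: cells stimulated with galanin 1-16 at roughly its EC80; 0% = agonist challenge control and 100% = basal control without agonist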
Target sequence (O43603 whole entry, looked up): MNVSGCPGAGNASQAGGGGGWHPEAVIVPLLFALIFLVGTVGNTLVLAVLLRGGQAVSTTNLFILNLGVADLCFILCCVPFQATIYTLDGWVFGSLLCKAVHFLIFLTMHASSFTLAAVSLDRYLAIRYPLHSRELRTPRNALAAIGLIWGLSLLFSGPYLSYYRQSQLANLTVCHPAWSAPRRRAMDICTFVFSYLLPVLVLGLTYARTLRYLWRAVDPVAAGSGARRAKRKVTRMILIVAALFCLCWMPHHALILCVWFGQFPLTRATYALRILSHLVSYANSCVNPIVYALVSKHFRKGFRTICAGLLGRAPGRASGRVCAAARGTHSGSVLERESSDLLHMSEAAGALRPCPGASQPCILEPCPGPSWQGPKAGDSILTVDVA
HCT116 PTEN-null: growth suppression of PTEN-null HCT116, primary screen, cell-based, CellTiter-Glo | 140,000 tested, 1.2% active | AID 827, 2007 | viability, % at 10 µM | HCT116 PTEN-null viability, 60 h; active compounds read low;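 active means viability at or below a set limit, 4 SD under the median of all tested compounds, cut at about 3.7% in these data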;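 further: PTEN knockout HCT116 line with beta catenin targeted HCT116 as companion control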
* hit, by the source's call; x = not tested or not shown; & = joins results of further samples.

Every second line gives: bCat KO growth	BB579 growth dn	NPY-Y2 antag	GALR2 antag	Phagocyt inh	Measles CPE	MRP1 act	HCT116 PTEN-null	Yeast lifespan up	E-sel TNF inh
> O=C(NCc1ccc2c(c1)OCO2)c1cccs1
    83.2	-11.6	0.4	9.6	-0.4	20.4	-1.9	83.3	-4.2	-10.5
> CN1C(=O)/C(=C/C=C2\SCCN2C)SC1=S
    99.5	-62.4	6.8	-6.2	2.6	2.6	2.1	89.1	3.3	-13.3
> CCOC(=O)C(NC(=O)c1ccccc1)(OCc1ccc(F)cc1)C(F)(F)F (stereo not given)
    80.7	8.4	1.3	4.9	-3.5	20.1	-2.7	72.6	0.6	x
> Cc1cccc(C(=O)NC2CCN(CC(=O)N3CCOCC3)CC2)c1
    92.5	4.7	0.4	-1.9	x	2.3	-1.8	93.8	-30.1	x
> C=C(C)c1nc2cc(OC)c(OC)cc2c(=O)o1
    67.2	1.4	0.7	-18.3	-0.4	7.6	-0.2	84.2	-19.0	3.7
> CC(=O)NC(CCS(C)(=O)=O)C(=O)Nc1cccc2ccccc12 (stereo not given)
    94.3	16.9	1.9	6.7	-0.2	3.4	-2.4	86.0	-2.1	x
> CC(C)Nc1nc(NC(C)C)nc(Oc2ccc(/C=N/O)cc2)n1
    92.7	-11.8	2.1	-13.3	x	6.0	-3.0	83.2	-20.4	0.8
> CCCCCOc1ccccc1C(=O)NCCCC(=O)O
    98.9	-22.3	7.7	10.6	-0.6	16.9	0.1	93.6	-8.9	-16.1
> O=c1nc2ccccc2c2n1CC(CN1CCN(c3cccc(Cl)c3)CC1)N2 (stereo not given)
    105.4	-64.8	1.0	3.1	x	8.3	-1.8	104.1	12.0	14.5
> COC(=O)C1=C(C)NC(C)=C(C(=O)OCCN(C)Cc2ccccc2)C1c1cccc([N+](=O)[O-])c1 (stereo not given)
    27.6	-45.4	-1.9	8.7	x	4.7	-3.8	27.0	11.4	x
> O=C(CC1CCCCC1)Nc1ncn[nH]1
    88.9	-21.8	0.9	-2.9	-4.9	3.1	-3.2	90.5	-12.2	38.0
> NC(=O)c1cc(-c2ccccc2)nc(N2CCCCCC2)n1
    32.1	-58.2	2.7	2.8	-1.3	6.8	-2.2	41.1	-3.9	x
> CC(C)(C)c1ccc(C(=O)N/N=C/c2cccc(Cl)c2)cc1
    56.1	-43.4	-0.5	2.2	0.5	19.8	1.5	66.5	11.5	x
> N/C(=N\c1nc2ccccc2o1)NC(=O)c1ccc(F)cc1
    7.4	-15.9	2.8	10.5	-1.8	4.1	-4.3	11.1	-18.2	41.4
> Cc1nc(SCC(=O)Nc2ccccc2C(F)(F)F)c(C#N)c(C)c1CC(=O)c1ccc(Br)cc1
    6.4	-49.8	6.1	-11.9	0.2	3.0	-3.1	5.7&4.3	-8.2	-0.1
> CC1CCCCC1NC(=O)C1CCCN1S(=O)(=O)c1cccc2nsnc12 (stereo not given)
    87.6	-61.4	2.3	-9.6	2.1	2.7	0.1	91.8	-2.8	x
> O=C(CCCc1cccs1)Nc1nc2c(s1)CCCC2
    86.5	-32.2	8.4	1.8	-1.2	10.6	-1.1	89.6	-11.4	16.3
> CCOc1ccc(CCNC(=O)C2CCCN(S(=O)(=O)c3c(C)n[nH]c3C)C2)cc1OCC (stereo not given)
    100.3	5.7	0.0	1.9	-1.0	1.1	-1.4	87.8	-3.2	x
> CCCOP(=O)(c1ccc(N(C)C)cc1)C(Nc1ccccc1)c1ccc(N(C)C)cc1 (stereo not given)
    55.4	-4.3	0.3	-3.1	2.1	3.5	-0.4	62.8	10.3	x
> COCCNC(=O)c1ccc2snnc2c1
    96.7	-23.1	2.5	2.5	-0.3	4.5	1.1	97.4&89.1	-10.8	8.8
> Cc1n[nH]c(C)c1N1C(=O)c2cccc3c(Br)ccc(c23)C1=O
    4.8*	-22.6	-1.4	43.9*	x	11.6	-4.1	56.9	x	-20.8
> COC(=O)C1=C(C)NC(=O)/C1=C\c1ccc2c(c1)OCO2
    80.2	-50.2	3.6	3.4	1.7	10.6	-3.0	87.1	-8.1	-12.6
> C/C(=N\NC(=O)CSc1nc2ccccc2s1)c1ccco1
    99.5	-55.7	4.6	-2.6	-0.2	6.3	-2.9	98.6	-1.6	9.8
> Fc1cccc(Cl)c1CNC(c1ccccc1)c1ccccc1
    81.8	-27.7	6.8	-4.6	3.1	10.8	0.0	73.1	-12.0	-17.3
> COc1ccc(C2C(C(=O)Nc3ccccc3)=C(C)Nc3nc(CCCO)nn32)cc1 (stereo not given)
    100.0	18.1	2.7	9.1	1.1	4.1	-0.5	101.8	-6.6	x
> CCCCCn1nc(C)c(/C=N\NC(=O)c2cc(C)oc2C)c1C
    89.5	-51.2	8.9	8.6	x	8.4	-0.7	87.4	x	14.3
> CCCc1sc(N)nc1-c1ccc(Cl)cc1
    83.8	-40.7	2.0	-10.5	-5.1	10.4	-1.3	84.7	-8.4	0.2
> CCOC(=O)c1cc(C)sc1NC(=O)CCC(=O)O
    91.2	-20.7	5.5	-9.9	-0.3	10.2	-0.6	103.1	-10.0	7.9
> CC(C)COC(=O)Nc1nnc(SCc2ccccc2F)s1
    104.5	-33.4	6.1	-1.7	x	4.8	0.1	106.7	-8.0	x
> CCCCn1c(=O)[nH]c2ccccc21
    87.5	10.1	2.6	3.5	0.0	3.5	2.4	100.5	-13.8	x
> COc1ccc(C(=O)Nc2c(Cl)cc(Cl)cc2C(=O)NCc2ccco2)cc1
    93.9	-38.0	-1.4	3.8	x	37.8	-4.2	85.6	x	2.7
> COc1ccccc1OCCNC(=O)c1cc(F)c(F)cc1Cl
    90.5	-58.6	1.4	-0.8	-8.7	3.9	-2.6	102.5	1.2	8.2
> COCCNC(=S)N/N=C(\C)c1cccc([N+](=O)[O-])c1
    92.3	-7.2	1.9	-1.4	-7.2	7.6	-0.7	105.7	-3.0	x
> CCOCCn1c(N2CCN(c3ccccc3)CC2)nc2c1c(=O)n(C)c(=O)n2C
    97.3	-43.3	3.8	1.8	0.8	4.6	-0.6	97.2	-13.5	14.0
> O=C(/C=C/c1cccc([N+](=O)[O-])c1)NCCN1C(=O)S/C(=C\c2ccc(F)cc2)C1=O
    89.8	-19.2	0.9	2.8	-2.4	9.5	-4.2	93.7	-0.7	29.2
> O=C(Nc1ccc(N2C(=O)c3cccc4cccc(c34)C2=O)cc1)c1ccc(N2CCCCC2)c([N+](=O)[O-])c1
    100.7	-22.4	1.0	7.4	-7.0	11.9	-3.0	95.4	2.4	14.4
> Cc1ccccc1NC(=O)C(=O)NCCc1ccccc1
    103.0	-2.5	4.1	-1.3	x	11.1	0.4	94.6	-5.8	1.4
> Cn1cc(Br)c(C(=O)NNC(=O)c2ccccc2)n1
    97.4	-45.2	0.1	1.0	-5.2	5.1	-0.7	107.8	8.6	16.1
> COc1cccc(N2CCN(c3ccc(S(=O)(=O)N4CCCC4)cc3)CC2)c1
    71.2	-19.2	1.1	-4.0	-4.2	18.7	-1.2	80.6	-6.0	x
> Cc1cc2nc(C)n(CCCNC(=O)Nc3ccc(F)cc3)c2cc1C
    98.7	-30.4	4.5	0.7	x	7.4	-1.2	88.0	-6.8	6.1
> O=C(Cc1ccc(Cl)cc1)N/N=C/c1c(Cl)cccc1Cl
    90.1	-14.8	8.6	-8.5	-10.9	17.9	-2.6	92.9	-1.2	x
> O=C(c1ncc[nH]1)c1ccco1
    109.8	-18.9	3.1	-1.4	-0.4	4.3	-3.0	105.5	-24.9	x
> CC(C)CNS(=O)(=O)c1ccc(CCC(=O)O)cc1
    107.4	-5.0	0.7	5.7	-1.8	4.0	0.5	92.3	-8.5	-29.8
> Cc1ccc(-n2c(CSc3nc(C)cc(C)n3)nnc2SCC(=O)NCc2ccco2)cc1
    94.6	-2.8	1.7	-5.4	x	4.1	-1.9	105.5	-24.1	35.2
> COc1cc(C(=O)O)ccc1O
    95.2	-20.6	-0.9	7.6	x	7.2	-1.4	103.4	-3.6	x
> CN1CCN(C(=O)c2ccccc2NC(=O)c2cccs2)CC1
    101.7	-17.7	0.5	-6.3	-0.7	45.4*	-0.4	100.7	0.2	7.5
> S=c1nc(-c2ccccc2)n(CCN2CCOCC2)c2c1CCCC2
    98.6	-12.0	1.2	6.6	0.2	12.0	-1.4	96.0	-4.9	-84.2
> CC1CCOC2(O1)C(=O)N(CN1CCN(c3cccc(Cl)c3)CC1)c1ccccc12 (stereo not given)
    82.0	-52.0	4.4	1.5	-4.2	6.2	-4.0	84.0	-18.9	-0.2
> CC(CC(=O)Nc1cccc(Cl)c1)c1ccccc1 (stereo not given)
    79.8	-37.5	4.8	4.5	-3.0	4.2	0.5	76.0	-8.7	6.1
> COc1ccccc1-n1cnc2c(c1=O)c1nc3ccccc3nc1n2-c1ccc(C)cc1
    53.5	-46.4	4.4	-1.9	5.7	33.1	0.1	50.1	2.9	x
> COc1ccc(C(c2nnnn2Cc2ccccc2)N2CCN(c3nc4ccccc4s3)CC2)cc1OC (stereo not given)
    65.0	-35.2	7.1	0.1	x	23.1	0.6	60.8	x	-53.4
> Cc1c(Cl)cccc1-c1ccc(C(=O)N2CCN(c3ccc([N+](=O)[O-])cc3)CC2)o1
    50.5	-27.8	1.6	-6.9	1.2	-2.4	-2.1	58.1	-1.0	x
> CC(=O)OC(C(=O)NC1CCCCC1)c1ccc(C)cc1 (stereo not given)
    94.0	-40.1	1.6	2.9	x	21.1	-1.2	90.8	-1.3	3.8
> CC(=O)c1c(O)cc(=O)n(-c2ccccc2)c1-c1cccc2ccccc12
    77.6	-34.4	0.3	-3.8	x	14.2	-0.7	84.0	-1.5	35.8
> CC(=O)Nc1ccc(S(=O)(=O)NC2(C(F)(F)F)NC(=O)N(C3CCCCC3)C2=O)cc1 (stereo not given)
    100.5	-28.1	0.5	-8.5	0.5	15.4	-0.5	96.3	-13.1	10.0
> O=C(c1cc(-c2ccc3c(c2)OCO3)on1)N1CCOCC1
    88.3	-31.8	1.2	-2.1	-1.9	10.7	0.2	91.2	-15.6	-11.1
> Cc1cc(C(=O)OCC(=O)NCCc2ccccc2)c(C)o1
    91.2	-57.5	4.1	-3.2	0.7	6.6	-0.9	100.5	-5.3	-6.9
